Compound activity (PubChem BioAssay)
KCNQ1 block: inhibitors of human KCNQ1 channel, primary screen, cell-based, thallium flux, high-throughput; CHO-K1 KCNQ1, FluxOR thallium flux fluorescence; active compounds read high; B-score at 10 µM; 310,000 compounds, 1.3% hits;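 active = compounds whose thallium flux B-score, printed positive for inhibition, exceeds three library SD while starting fluorescence stays within three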;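 note: channel opened by potassium depolarization with thallium stimulus after 20 min compound exposure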
Target sequence (P51787 whole entry, looked up): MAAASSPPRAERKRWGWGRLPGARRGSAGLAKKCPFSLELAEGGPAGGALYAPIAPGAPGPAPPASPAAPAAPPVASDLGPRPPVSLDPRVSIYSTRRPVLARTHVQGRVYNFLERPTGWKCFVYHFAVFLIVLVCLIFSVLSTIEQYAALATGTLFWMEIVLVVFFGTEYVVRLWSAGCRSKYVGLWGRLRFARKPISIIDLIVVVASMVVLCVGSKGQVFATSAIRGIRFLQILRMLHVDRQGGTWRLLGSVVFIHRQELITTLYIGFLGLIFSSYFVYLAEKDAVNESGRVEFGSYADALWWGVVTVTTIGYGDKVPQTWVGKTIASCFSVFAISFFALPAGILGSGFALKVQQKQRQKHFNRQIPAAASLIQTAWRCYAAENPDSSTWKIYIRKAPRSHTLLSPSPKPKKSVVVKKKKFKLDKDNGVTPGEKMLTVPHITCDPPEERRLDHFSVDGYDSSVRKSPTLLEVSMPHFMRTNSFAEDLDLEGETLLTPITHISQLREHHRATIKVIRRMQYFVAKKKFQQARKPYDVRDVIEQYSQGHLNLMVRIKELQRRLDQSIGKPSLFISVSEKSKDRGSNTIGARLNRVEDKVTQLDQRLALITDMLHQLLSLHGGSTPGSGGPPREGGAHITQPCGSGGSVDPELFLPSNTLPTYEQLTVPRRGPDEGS
KCNQ1 pot: potentiators or activators of KCNQ1 channel, primary screen, cell-based, thallium flux, high-throughput | 310,000 compounds, 0.35% hits | Potassium voltage-gated channel subfamily KQT member 1 (Homo sapiens), P51787 | B-score at 10 µM | CHO-K1 KCNQ1, thallium flux FluxOR fluorescence; active compounds read high;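 active = fluorescence ratio B-score, a plate-corrected score, at least three library SD, with initial intensity B-score within 5 SD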
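Assay system: CHO-K1 cells stably expressing KCNQ1; Medium: assay buffer with matched DMSO; Also added: K+/Tl+ depolarizing stimulus; Dosing: single dose; Timing: dye 90 min, compound 20 min, room temperature; Measured by: kinetic FluxOR thallium fluorescence, 10-s 1-Hz baseline, 110-s post-stimulus read; Read-out: peak-minus-minimum fluorescence over initial fluorescence, negative-control normalized, B-scored.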
DYRK1A inh: rat Dyrk1A kinase inhibitors, primary screen, biochemical, single point, plate reader; Dual specificity tyrosine-phosphorylation-regulated kinase 1A (Rattus norvegicus), Q63470; ADP-Glo luminescence, NFATc1 peptide; inhibition, % at 12.5 µM; 310,000 compounds, 0.43% hits; AID 504441, 2011; in the data active = inhibition above about 50%;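 note: plate controls were vehicle with enzyme for no effect and no enzyme for full effect; many of its hits are not listed in these tables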
hERG protect: hERG rescue from dofetilide block, primary screen, cell-based, CHO-hERG, FluxOR thallium flux, dofetilide IC70 | Voltage-gated inwardly rectifying potassium channel KCNH2 (Homo sapiens), Q12809 | dofetilide IC70 present | activation (rescue from dofetilide block), less the hit threshold, % at 10 µM | 310,000 compounds, 0.51% hits | AID 1511, 2009;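 active = activation above the mean of controls blocked by dofetilide plus 5 SD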;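 note: thallium influx through hERG after potassium depolarization seen as dye fluorescence rise; in these data hits start at about 4.7%; inactives centre near -7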
TRPC4 act: activators of mouse TRPC4 channel, primary screen, Fluo4 calcium, HEK293 TRPC4beta/mu-opioid cells. Short transient receptor potential channel 4 (Mus musculus), Q9QUQ5. Fluo4 calcium fluorescence; active compounds read high. B-score at 10 µM. 310,000 compounds, 0.49% hits;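 active = B-score above 5 SD of library B-scores, and initial fluorescence ratio not above library mean plus 5 SD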;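 note: positive B-score marks a calcium rise read as TRPC4 activation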
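System – HEK293 cells stably co-expressing mouse TRPC4beta and mu-opioid receptor · Signal – Fluo4 calcium-sensitive dye fluorescence, kinetic, 1 Hz baseline · Benchmarks – buffer (low) and maximal DAMGO (high) · Read-out – B score of integrated fluorescence ratio per well · Incubation – dye loading 45 min room temperature, 110 s kinetic read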
KCNK9 block: KCNK9 potassium channel inhibitors, primary screen, HEK293 cells, thallium flux. B-score at 10 µM. 310,000 compounds, 1.2% hits. FluxOR thallium flux fluorescence; active compounds read low. Potassium channel subfamily K member 9 (Homo sapiens), Q9NPC2;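 active = ratio B-score over 3 SD below the library mean, with starting fluorescence within 5 SD of its mean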;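 note: negative B-score means less thallium flux so channel inhibition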
Target sequence (Q9NPC2 whole entry, looked up): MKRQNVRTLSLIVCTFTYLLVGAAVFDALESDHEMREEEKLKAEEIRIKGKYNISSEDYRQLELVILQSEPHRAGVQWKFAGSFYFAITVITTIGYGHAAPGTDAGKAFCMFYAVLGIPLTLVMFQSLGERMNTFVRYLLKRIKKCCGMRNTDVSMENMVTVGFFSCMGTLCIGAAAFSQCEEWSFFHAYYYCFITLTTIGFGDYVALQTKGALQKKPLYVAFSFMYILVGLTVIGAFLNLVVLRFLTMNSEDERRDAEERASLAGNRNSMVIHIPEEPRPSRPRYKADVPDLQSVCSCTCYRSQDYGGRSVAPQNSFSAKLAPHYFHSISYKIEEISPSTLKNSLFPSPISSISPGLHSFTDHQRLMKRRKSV
Platelet DG rel: inhibitors of platelet dense granule secretion, primary screen, cell-based, MLPCN, human platelets; 300,000 compounds, 0.22% hits; human platelet-rich plasma, SFLLRN dense granule ATP release, luminescence; inhibition, %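 (compounds screened at 7.5 µM in platelet-rich plasma)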;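 active = mean replicate score, as percent of positive control, at or above 50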
TRPC4 block: inhibitors of mouse TRPC4 channel, primary screen, Fluo4 calcium, HEK293 TRPC4beta/mu-opioid cells | B-score at 10 µM | 300,000 compounds, 0.39% hits | DAMGO-evoked Fluo4 calcium flux; active compounds read low | Short transient receptor potential channel 4 (Mus musculus), Q9QUQ5;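 active = B-score over 3 SD under the library average, no early fluorescence shift, positive overall ratio signal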
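Assay system – HEK293 line stably carrying TRPC4beta and mu-opioid receptor · Doses – single dose · Detection – Fluo4 calcium-dye fluorescence, kinetic read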
KCNK3 inh: human KCNK3 channel inhibitors, primary screen, CHO cells, FluxOR thallium flux, B-score; Potassium channel subfamily K member 3 (Homo sapiens), O14649; FluxOR fluorescence; active compounds read low; B-score at 10 µM; 340,000 compounds, 0.84% hits; AID 602410, 2012;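 active = B-score under library mean minus 4 SD, starting fluorescence ratio at most library mean plus 5 SD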;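 note: more negative B-score means stronger inhibition of thallium flux through KCNK3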
TRPC4 PAM: positive allosteric modulators of TRPC4, primary screen, cell-based, mouse TRPC4beta, HEK293 mu-opioid, Fluo-4 calcium; B-score at 10 µM; AID 2227, 2009; DAMGO EC20, Fluo-4 Ca2+ flux; active compounds read high; 310,000 compounds, 0.42% hits; Short transient receptor potential channel 4 (Mus musculus), Q9QUQ5;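 active = B-score of calcium response area above 5 SD of library B-scores, with initial fluorescence ratio within 5 SD of library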;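 note: B-score of integrated fluorescence ratio over time as area under calcium response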
PolyA inhibitor: polyadenylation inhibitors in yeast reporter cells, primary screen, luminescence, S. cerevisiae; S. cerevisiae SKY197-pL101 polyadenylation reporter, beta-gal luminescence; efflux-impaired pdr1/pdr3 knockout yeast; score 100 = 6 SD above DMSO; calls only at 12 µM; 300,000 compounds, 0.02% hits; AID 1875, 2009;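 active = lowest replicate activity score at least 50, where 100 means six control SD above control mean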;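 note: yeast exposed to compound for 9 h at 30 °C; higher score means more reporter readthrough which indicates perturbed polyadenylation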
An asterisk follows results filed as active; i = inactive; · = not tested or not shown. Only part of the results is shown; the hit share may differ from the screen's.

SMILES | KCNQ1 block | KCNQ1 pot | DYRK1A inh | hERG protect | TRPC4 act | KCNK9 block | Platelet DG rel | TRPC4 block | KCNK3 inh | TRPC4 PAM | PolyA inhibitor
Cc1cccc(NC2CCCCC2NS(=O)(=O)c2ccccc2)c1 (configuration not stated) | i | i | -6 | -10 | i | i | -10 | i | i | 13* | ·
O=C(COC(=O)CCSc1ccccc1)NCc1ccccc1Cl | i | i | 1 | -2 | i | i | 5 | i | i | i | i
COc1cccc(CNC(=O)c2ccccc2-c2ccccc2C(=O)O)c1 | i | i | -1 | -7 | i | i | -1 | i | i | i | i
O=C1CCCc2ccccc2N1 | i | i | -4 | -2 | i | i | 2 | i | i | i | i
Nc1cc(=O)[nH]c(SCC(=O)Nc2cc([N+](=O)[O-])ccc2Cl)n1 | i | i | 2 | -4 | i | i | -2 | i | i | i | i
CCCC1(C(=O)OC)NC(c2ccc(OC)c(OC)c2)C2C(=O)N(c3ccc4c(c3)OCO4)C(=O)C21 (configuration not stated) | i | i | -16 | -7 | i | i | 12 | i | i | i | i
O=C(/C=C/c1ccc([N+](=O)[O-])cc1)OCc1cnc(-c2ccccc2)o1 | i | i | -3 | -7 | i | i | -3 | i | i | i | i
CC1COc2ccccc2N1C(=O)c1ccc(F)cc1 (configuration not stated) | i | i | 2 | -2 | i | i | 4 | i | i | i | i
O=C(/C=C/c1cccc([N+](=O)[O-])c1)N1CC[C@@]2(O)CCCC[C@H]2C1 | i | i | · | -12 | i | i | 4 | i | i | i | i
COC(=O)c1cc(OC)c(OC)cc1NC(=S)N1CCCC1 | i | i | -4 | -11 | i | i | 0 | i | i | i | i
COc1nc(OC)nc(N2CCC(C(=O)NCc3ccco3)CC2)n1 | i | i | -7 | -7 | i | i | -3 | i | i | i | i
O=C(O)CCc1nc(-c2ccccc2Cl)no1 | i | i | 3 | -4 | i | i | -10 | i | i | i | i
O=C(NCc1ccccn1)Nc1cccc(NC(=O)NCc2ccccn2)c1 | i | i | · | -13 | i | i | -7 | i | i | i | i
Cc1cccc2nc(CSc3nnc4ccccn34)cn12 | i | i | -4 | -5 | i | i | 9 | i | i | i | i
CC(NC(=O)C1CCC(=O)N1Cc1ccc(F)cc1)c1ccc2c(c1)OCCO2 (configuration not stated) | i | i | 1 | -8 | i | i | -7 | i | i | i | i
CN1CCN(c2ccc([N+](=O)[O-])cc2NC(=O)c2ccccc2Cl)CC1 | i | i | 13 | -15 | i | i | 3 | i | i | i | i
COCC(=O)NNC(=O)c1ccc(OC)cc1 | i | i | 0 | -5 | i | i | -3 | i | i | i | i
Cc1ccc(O)c(NC(=O)C2=CC(c3cccs3)=NS(=O)(=O)N2C)c1 | i | i | 0 | -1 | i | i | 16 | i | i | i | i
COc1ccccc1C(=O)NC(=O)COC(=O)Cn1[nH]c(=O)c2ccccc2c1=O | i | i | 7 | -14 | i | i | 21 | i | i | i | ·
O=C(NCCc1cccs1)C1CC(c2c(Cl)cccc2Cl)=NO1 (configuration not stated) | i | i | -2 | -11 | i | i | -4 | i | i | i | i
Cc1ccc(Sc2cc(C(=O)c3ccccc3C(=O)O)ccc2[N+](=O)[O-])cc1 | i | i | -1 | -9 | i | i | -4 | i | i | i | ·
O=C(Nc1ccccc1Cl)C1CC(=O)n2c(nc3ccccc32)N1 (configuration not stated) | i | i | · | -11 | i | i | -3 | i | · | i | i
COc1ccc(C2=NN(S(C)(=O)=O)C(c3cccs3)C2)cc1 (configuration not stated) | i | i | · | -7 | i | i | 5 | i | i | i | i
CN(C)CCn1c(=O)n(-c2ccc(F)cc2)c(=O)c2c3c(sc21)CCCCC3 | i | i | 8 | -8 | i | i | 7 | i | i | i | i
COc1ccc(C(=O)NNS(=O)(=O)c2ccccc2)cc1OC | i | i | 3 | -3 | i | i | 3 | i | i | i | i
O=C1Nc2cc(C(=O)NCCN3CCCCCC3)ccc2S/C1=C\c1ccccc1 | i | i | 2 | -28 | i | i | 3 | i | i | i | ·
O=c1cc(COc2ncnc3c(Cl)cc(Cl)cc23)nc2sccn12 | i | i | -3 | -10 | i | i | 52* | i | i | i | i
O=C(NCCc1nnc2ccc(SCC(=O)N3CCCC3)nn12)c1ccccc1 | i | i | 0 | -4 | i | i | 11 | i | i | i | i
COc1ccc(S(=O)(=O)N2CCOCC2)c2ccccc12 | i | i | · | -11 | i | i | -5 | i | i | i | i
Cc1ccc(-c2nc3cc(NC(=O)C(C)C)ccc3o2)cc1 | i | i | 6 | -9 | i | i | -9 | i | i | i | i
O=S(=O)(NCc1cccnc1)c1cccc2cccnc12 | i | i | 0 | -8 | i | i | 6 | i | i | i | i
CC(=O)Nc1cccc(N(C)S(C)(=O)=O)c1 | i | i | -7 | 3 | i | i | -7 | i | i | i | i
O=[N+]([O-])c1ncn(Cc2c(Cl)cccc2Cl)n1 | i | i | -2 | -9 | i | i | -9 | i | i | i | i
CC1OC(Oc2c(-c3cc(O)c(O)c(O)c3)oc3cc(O)cc(O)c3c2=O)C(O)C(O)C1O (configuration not stated) | i | i | 14 | -6 | i | i | 0 | i | i | i | i
O=C(O)CC1(CC(=O)NCc2cccc(Cl)c2)CCCCC1 | i | i | 6 | -4 | i | i | 1 | i | i | i | i
CC(C)c1cc(C(N)=O)c(NC(=O)c2cccc(COc3ccc(Br)cc3)c2)s1 | i | i | 4 | -13 | i | i | -6 | i | i | i | i
CCCCc1ccc(NC(=S)N2CCN(c3ncccn3)CC2)cc1 | i | i | -4 | -10 | i | i | -1 | i | i | i | i
O=C(N/C(=C\c1cccc([N+](=O)[O-])c1)C(=O)N1CCOCC1)c1ccco1 | i | i | 2 | -8 | i | i | -1 | i | i | i | i
Clc1ccc(CSc2nnc(-c3c[nH]c4ccccc34)o2)cc1 | i | i | -9 | -9 | i | i | 1 | i | i | i | i
Cc1ccccc1NC(=S)N(CCCN1CCOCC1)Cc1cccs1 | i | i | 6 | -9 | i | i | -5 | i | i | i | ·
COc1ccccc1C(=O)ON=C1c2ccccc2-c2ccccc21 | i | i | 3 | -19 | i | -8.1* | -12 | i | i | i | i
COc1ccc(CCN(C)C(=O)CN2C(=O)NC3(CCCc4ccccc43)C2=O)cc1OC (configuration not stated) | i | i | -5 | -7 | i | i | -4 | i | i | i | i
Nc1nc(SCC(=O)NCCCO)nc2sc3c(c12)CCC3 | i | i | 1 | -2 | i | i | 12 | i | i | i | i
Cc1ccccc1OCC(=O)Nc1ccc2c(c1)OCCO2 | i | i | · | -3 | i | i | 0 | i | i | i | i
O=c1[nH]ncc(N2CCCCC2)c1Cl | i | i | -3 | -3 | i | i | 5 | i | i | i | i
CC1CCCN(c2c([N+](=O)[O-])c(=O)oc3ccccc23)C1 (configuration not stated) | i | i | 21 | -21 | i | i | 12 | i | i | i | i
COc1ccc2nc3c(c(-c4ccccc4)c2c1)CCC3 | i | i | 38 | -7 | i | i | 7 | i | i | i | i
CC(C)[C@@H]1CC[C@@H](C)C[C@H]1OC(=O)C[n+]1cc(-c2ccc(Cl)cc2)n2c1CCCCC2 | i | i | · | -26 | i | -13* | -15 | i | i | i | i
Cc1cc(C)c(S(=O)(=O)N2CCN(c3ccc([N+](=O)[O-])c(-n4nc(C)cc4C)c3)CC2)c(C)c1 | i | i | 2 | -10 | i | i | 4 | i | i | i | i
COc1ccc(CNC(=O)C2CCCN2S(=O)(=O)c2ccc(Cl)cc2)cc1 (configuration not stated) | i | i | -5 | -2 | i | i | 6 | i | i | i | i
COc1ccc(Nc2cc(C(=O)NCCCN3CCOCC3)c3ccccc3n2)cc1OC | i | i | -1 | -6 | i | i | 0 | i | i | i | i
C=CCn1c2ccccc2c2n[nH]c(=S)nc21 | i | i | · | -4 | i | i | 21 | i | i | i | i
CCCCCn1c(-c2ccco2)nc2nc3ccccc3nc21 | i | i | -1 | -20 | i | i | -11 | i | i | i | i
Cc1ccc(C(C(=O)NC(C)(C)C)N(Cc2ccco2)C(=O)Cn2nnc(-c3cccs3)n2)cc1 (configuration not stated) | i | i | 6 | -9 | i | i | 12 | i | i | i | i
CC(C)NC(=O)Cn1c(SCC(=O)NC2CCCC2)nc2ccccc21 | i | i | 2 | -9 | i | i | -2 | i | i | i | i
CCOC(=O)NN1C(=O)c2ccccc2NC1c1ccc(OC)cc1OC (configuration not stated) | i | i | 4 | -14 | i | i | 4 | i | i | i | i
Cc1cccc(-c2nc3c(c(SCC(N)=O)n2)CCCC3)c1 | i | i | 5 | -7 | i | i | 1 | i | i | i | i
CC(Cc1cccs1)NC(=O)Nc1ccccc1 (configuration not stated) | i | i | -7 | -6 | i | i | -4 | i | -9* | i | i
CCCCCc1cc(=O)oc2c(C(CCN3CCCCC3)c3cc(OC)c(OC)c(OC)c3)c(OC)cc(OC)c12 (configuration not stated) | i | i | 11 | -28 | i | i | 7 | i | i | i | i
